PHOSPHO1 inh = PHOSPHO1 (human) inhibition; Q8TCT1; inhibition, % at 13.3 µM; recombinant PHOSPHO1, absorbance phosphatase assay; 290,000 tested, 1.1% active; in the data active means inhibition above about 60%
Target sequence (Q8TCT1 whole entry, looked up): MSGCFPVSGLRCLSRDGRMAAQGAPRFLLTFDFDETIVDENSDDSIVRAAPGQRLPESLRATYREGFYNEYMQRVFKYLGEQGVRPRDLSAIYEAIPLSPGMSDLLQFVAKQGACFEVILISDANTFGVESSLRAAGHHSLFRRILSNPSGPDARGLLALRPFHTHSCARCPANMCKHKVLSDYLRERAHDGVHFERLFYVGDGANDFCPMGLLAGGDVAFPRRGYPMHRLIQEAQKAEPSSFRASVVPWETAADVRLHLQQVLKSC
M4 PAM = CHRM4 positive allosteric modulation; CHO-K1 hM4/Gqi5, Fluo-8 calcium fluorescence, ACh EC20; 0% = ACh EC20, 100% = maximal ACh; activation, % at 3 µM; 360,000 tested, 0.4% active; AID 624126;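 active means activation above its plate's cutoff, the mean activation of sample wells plus 3 SD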; further: some results filed as inactive read as strong as hits
Target sequence (P08173 whole entry, looked up): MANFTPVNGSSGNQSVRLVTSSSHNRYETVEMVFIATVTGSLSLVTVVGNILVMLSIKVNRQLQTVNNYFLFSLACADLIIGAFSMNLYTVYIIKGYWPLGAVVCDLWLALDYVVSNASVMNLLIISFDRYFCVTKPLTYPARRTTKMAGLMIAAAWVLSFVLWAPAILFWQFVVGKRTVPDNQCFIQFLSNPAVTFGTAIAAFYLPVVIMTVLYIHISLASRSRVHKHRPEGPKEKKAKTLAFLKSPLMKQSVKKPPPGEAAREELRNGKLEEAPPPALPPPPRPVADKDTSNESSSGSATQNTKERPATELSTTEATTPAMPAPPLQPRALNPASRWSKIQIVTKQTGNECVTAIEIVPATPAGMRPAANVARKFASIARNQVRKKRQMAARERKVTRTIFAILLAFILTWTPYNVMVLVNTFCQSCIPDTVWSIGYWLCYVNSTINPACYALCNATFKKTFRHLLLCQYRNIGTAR
CRFR2-BP antag = blocks CRF-induced signaling of the CRF-BP/CRF-R2 complex; 350,000 tested, 0.59% active; HEK293 CRF-R2/CRF-BP, CRF-induced calcium fluorescence; AID 588475; inhibition, % at 11.8 µM;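 active means inhibition of the ligand-induced calcium signal above about 50% at the single tested concentration, limit read from the data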
p-CIP stab down = compounds decreasing mouse p/CIP protein stability. F442A p/CIP-EGFP cells, EGFP fluorescence, 16 h. decrease of EGFP signal, % at 10 µM. 290,000 tested, 0.01% active. Q05BA5;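 active means EGFP signal decrease of at least 30% at 10 µM or well 3 SD below plate mean, unless failing retest; inactive means the rest, including hits failing retest or dose response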; further: some compounds called inactive have numbers as strong as hits; many of its hits are not listed in these tables
MEKK3 PB1 HTS = raises or lowers MEK5 binding to the human MEKK3 PB1 domain | 290,000 tested, 1.4% active | bead-based flow cytometry, Alexa488-MEK5 binding to MEKK3; actives lie on both sides; 0 = blocked by unlabeled MEK5, 100 = vehicle | binding response (% of control), % at 10 µM;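 active means binding response more than 3 SD above or below the average of its plate-row segment, actives on both sides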;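 further: Alexa488 bead fluorescence after subtracting the streptavidin-only scavenger bead signal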
GalR3 antagonist = blocks the human galanin receptor 3; 360,000 tested, 0.44% active; inhibition, % at 3 µM; O60755; HEK293 GalR3-CNG cAMP membrane potential fluorescence; galR3 body fused to GalR1 C-terminus;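 active means inhibition above the screen-wide average plus 3 SD, cut at about 13% in these data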;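 further: forskolin and galanin both at EC90 stimulate the cells; cAMP rise reported by CNG channel membrane potential dye signal; 0% = forskolin plus galanin with DMSO and 100% = forskolin alone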
Target sequence (O60755 1-299 limits assumed): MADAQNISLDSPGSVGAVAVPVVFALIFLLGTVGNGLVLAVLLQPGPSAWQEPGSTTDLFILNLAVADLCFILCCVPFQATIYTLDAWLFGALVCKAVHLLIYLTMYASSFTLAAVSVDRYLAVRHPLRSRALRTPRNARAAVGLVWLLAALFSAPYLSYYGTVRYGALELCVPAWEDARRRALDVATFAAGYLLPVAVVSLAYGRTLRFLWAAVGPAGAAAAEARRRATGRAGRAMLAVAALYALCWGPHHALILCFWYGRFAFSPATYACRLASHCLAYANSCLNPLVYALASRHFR
CRFBP-R2 agonist = agonists of human CRF-binding protein/CRF-R2 receptor complex; HEK293 CRF-R2/CRF-BP, calcium dye fluorescence (FLIPR); percent of saturating CRF peptide response; activation, % at 13.2 µM; 350,000 tested, 0.46% active;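 active means activation of at least 50%, plus an integration ratio under a set limit after plate pattern correction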;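 further: plate controls were neutral control wells without compound for no effect and CRF at EC100 for full effect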
IDE cell inh = inhibits human insulin-degrading enzyme in HEK cells | FAbetaB cleavage, fluorescence polarization | inhibition, % at 5.59 µM | 320,000 tested, 0.41% active | AID 434962;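 active means percent inhibition above the average of all tested compounds plus 3 SD, set per screening campaign, cut at about 16% in these data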;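 further: IDE supplied by intact live HEK cells; FP after avidin binding of uncleaved biotin substrate so inhibition keeps polarization high; 0% = DMSO wells and 100% = 60 µM reference IDE inhibitor Ii1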
IDE cell activ = activators of human insulin-degrading enzyme in cells. 340,000 tested, 0.073% active. activation, % at 5.96 µM. HEK cells, FAbeta-B cleavage, fluorescence polarization; 0% vehicle, 100% cell-free pure enzyme wells. P14735;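 active means activation above the mean of all tested compounds plus 3 SD, set per screening campaign, cut at about 17% in these data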
* hit, by the source's call; nt = no result given.

SMILES	PHOSPHO1 inh	M4 PAM	CRFR2-BP antag	p-CIP stab down	MEKK3 PB1 HTS	GalR3 antagonist	CRFBP-R2 agonist	IDE cell inh	IDE cell activ
C(=N/Nc1cc(N2CCOCC2)nc(N2CCOCC2)n1)/c1ccccc1	4.7	21.5	-9.6	-13.9	94.0	-2.2	0.6	-1.7	-5.9
CC(=O)Oc1ccc2nc(CN3C(=O)c4ccc([N+](=O)[O-])cc4C3=O)oc(=O)c2c1	-20.0	1.1	7.2	3.2	100.0	-5.1	-0.2	4.5	5.7
C[C@H](NS(=O)(=O)OCC(Cl)(Cl)Cl)C1CC1c1ccccc1 (stereo partly specified)	-13.0	3.6	-8.9	-7.4	98.0	-5.0	0.9	-4.4	1.2
O=C(NCc1ccccc1)c1cnc2n(c1=O)CCS2	-47.5	5.4	-27.9	3.0	104.0	-3.4	2.8	-1.7	2.8
Nc1cc2c([N+](=O)[O-])cccc2o1	11.4	5.7	10.2	-0.4	101.0	-4.0	3.1	-6.2	-3.4
CCCCCCCCN1[C@@H](CC(=O)OC)c2cc(C(F)(F)F)ccc2S1(=O)=O	nt	-1.8	-7.3	nt	89.0	1.4	2.2	5.4	2.9
COc1ccc(C(=O)Nc2cccc3c2CCCC3)c(OC)c1	nt	-0.9	-6.0	nt	nt	-0.5	0.4	1.5	nt
O=C(CCOc1ccccc1)N1CCCC(Nc2ccccc2)C1 (stereo unspecified)	nt	2.7	14.2	nt	nt	-5.2	-1.6	nt	nt
N#Cc1cccnc1N1CCN(C(=O)c2cccc3c2C(=O)c2ccc(Cl)cc2S3(=O)=O)CC1	nt	4.9	10.1	nt	nt	23.3*	-0.9	-1.1	3.1
COc1ccc(Cn2c(=O)c3c(nc(NCCO)n3C)n(C)c2=O)cc1	-6.1	15.7	1.4	-9.4	nt	6.2	0.8	6.2	5.7
Brc1ccccc1OCCCCN1CCCCC1	2.8	-7.0	-11.2	-12.4	109.0	-8.4	8.9	-3.2	-1.3
COc1cccc(CNC(=O)c2ccc(CS(=O)c3ccccc3)o2)c1 (stereo unspecified)	42.6	2.6	-13.8	3.2	101.0	-7.5	0.8	-2.6	3.3
COc1ccc(C2CC(c3ccccc3)=NN2S(=O)(=O)c2ccc(C)cc2)c(OC)c1 (stereo unspecified)	15.8	-3.7	-6.7	-20.6	94.0	0.6	3.0	2.8	3.8
COc1ccc([N+](=O)[O-])cc1NS(=O)(=O)c1cccc(C(=O)O)c1	32.7	-2.5	-10.5	-0.4	82.0	-7.1	0.8	-0.1	6.0
CCCCOc1ccc(C(=O)N2CCCC2)cc1	-33.8	4.2	12.0	-26.6	99.0	-4.0	-2.0	5.0	2.2
COc1ccc(-c2nc3ccccc3c(=O)n2CCc2ccc(O)cc2)cc1	34.0	-3.3	13.8	-1.6	105.0	-9.0	0.1	2.7	-1.6
COc1ccc(S(=O)(=O)N2CCN(c3ncccn3)CC2)cc1OC	3.1	-3.6	-30.8	1.0	96.0	-4.5	8.8	-3.5	4.3
O=C1C(=O)N(Cc2ccncc2)C(c2cccc(O)c2)/C1=C(\O)c1ccc2c(c1)OCCO2 (stereo unspecified)	1.8	2.3	7.7	0.9	100.0	-6.5	-0.1	7.5	4.5
CCOC(=O)c1c(C)[nH]c(N=Nc2ccc(C)cc2C)c1C	64.8*	1.8	4.6	-8.8	109.0	5.2	0.8	3.4	11.2
COc1cc2c(cc1[N+](=O)[O-])-c1ccccc1C2	nt	7.1	-94.1	nt	nt	-4.8	87.2*	nt	1.3
Cc1nc2scc(-c3ccc(C(C)(C)C)cc3)c2c(=O)n1N	11.9	-14.7	-56.3	-0.1	88.0	-2.2	3.1	-0.9	8.6
O=[N+]([O-])c1cc(S(=O)(=O)N2CCCCC2)ccc1NCCN1CCOCC1	31.7	0.7	-3.1	-6.8	99.0	-4.3	-2.4	-1.0	3.0
O=[N+]([O-])c1ccccc1CN1CCN(S(=O)(=O)Cc2ccccc2)CC1	37.7	15.0	-12.6	-0.5	101.0	4.4	-1.3	-3.3	1.4
CC1Sc2ccc(S(=O)(=O)CCC(=O)N(C)Cc3ccccc3)cc2NC1=O (stereo unspecified)	10.3	-6.2	-19.4	-17.5	99.0	-8.9	0.1	4.1	-1.2
COC(=O)C(NC(=O)c1ccccc1)=C1CCCCC1	18.2	3.4	16.0	-5.1	104.0	0.5	-1.3	-6.3	4.4
SMILES	PHOSPHO1 inh	M4 PAM	CRFR2-BP antag	p-CIP stab down	MEKK3 PB1 HTS	GalR3 antagonist	CRFBP-R2 agonist	IDE cell inh	IDE cell activ
CCOc1ccc(/C=N/OCC(=O)NCc2cccs2)cc1	-1.3	0.1	-6.9	-1.7	98.0	-3.0	0.7	1.1	1.2
CCNc1nc(NCC)nc(OCCOC(=O)COc2ccc(Cl)cc2Cl)n1	-10.4	-1.6	4.4	-2.1	73.0	-1.6	-0.1	3.7	0.4
COc1ccc(COC(=O)c2nc3nc(C)cc(C)n3n2)cc1F	-2.9	1.0	-2.6	-9.9	101.0	0.9	0.2	-1.8	0.3
CC(=O)c1ccc(OCCCC(=O)NC2CCC(C)CC2)cc1 (stereo unspecified)	24.0	-5.2	4.6	-5.1	94.0	-9.3	0.6	0.9	-0.9
CCCCNC(=O)/C=C/c1cccs1	-0.5	-2.0	12.2	1.8	101.0	-0.8	-0.5	-2.1	-0.1
CCSc1nc(O)c(Cc2ccccc2)c(=O)[nH]1	-1.4	3.5	4.6	-16.1	97.0	-4.4	-0.4	-3.7	5.2
COc1ccc(N(CC(=O)NC2CCCC2)C(=O)c2ccc(N3CCCCC3)nc2)cc1	5.6	-2.5	8.2	1.7	109.0	-3.8	0.2	3.5	5.3
CC1(C)CC=C(NNC(=O)c2cccnc2)C(=O)C1	15.0	-2.0	-18.1	-9.4	98.0	-3.9	7.5	-1.1	2.2
COC(=O)c1ccc(C(=O)NCCCCO)cc1	-27.7	12.9	-5.2	-2.0	100.0	-5.3	-1.9	1.9	-0.1
CC(=O)Nc1ccc(S(=O)(=O)NCC(=O)OCC(=O)c2cc(C)n(-c3ccc4c(c3)OCO4)c2C)cc1	3.2	-6.0	-5.1	-4.6	90.0	-4.5	-3.0	0.5	3.8
Cc1nc(-c2ccc(Cl)cc2)sc1C1(C)CC(c2ccc(OC(F)(F)F)cc2)=NO1 (stereo unspecified)	29.7	-3.2	2.5	-5.6	99.0	-3.0	2.7	1.1	1.2
COc1ccc(S(=O)(=O)N(Cc2cccnc2)Cc2cc3ccccc3[nH]c2=O)cc1	38.2	-10.2	-11.4	-5.8	107.0	0.0	-0.5	-0.8	-1.1
COc1cccc(OC)c1C(=O)N1CCN(Cc2ccc3c(c2)OCO3)CC1	1.6	-1.2	-6.8	-6.3	99.0	2.7	-1.0	2.0	-2.8
Cn1c(Cn2c3ccccc3c3ccccc32)n[nH]c1=S	21.0	2.6	13.4	-11.2	102.0	-1.5	-2.2	4.6	5.4
O=C(NCc1ccc(F)cc1)C(c1ccccc1)N(C(=O)c1csnn1)C1CC1 (stereo unspecified)	27.9	-3.9	-4.7	-10.2	107.0	-2.6	-2.7	-2.4	6.2
COc1ccc(S(=O)(=O)N2CCN(Cc3cccc(Cl)c3)CC2)cc1	-3.7	-0.1	-2.9	3.0	100.0	-0.4	1.9	0.0	-1.6
COc1ccc(-c2cc(C(=O)NC(Cc3c[nH]c4ccccc34)C(=O)O)c(C)o2)cc1OC (stereo unspecified)	-18.5	-5.1	-6.1	8.7	92.0	3.8	-0.8	2.1	-2.3
COc1ccc(CCNC(=O)C2CCN(S(C)(=O)=O)CC2)cc1OC	45.2	8.1	8.0	-1.0	100.0	-2.6	0.0	-1.6	-2.6
CC(=O)Nn1cc2c(c1-c1ccccc1)c(=O)n(C)c(=O)n2C	-13.6	6.1	1.9	-17.4	98.0	-6.2	-0.3	4.5	0.7
COC(=O)[C@]1(C)N[C@H](CN(C)C(=O)Nc2ccc(OC)cc2)[C@@H]2C(=O)N(Cc3ccccc3)C(=O)[C@@H]21	nt	0.8	12.2	nt	nt	-5.6	-1.7	0.0	-1.9
COc1ccc(C(=O)OCC(=O)c2ccco2)cc1[N+](=O)[O-]	nt	0.6	-3.7	nt	nt	-1.9	-2.4	nt	nt
Cc1c(C(=O)NCC(C)(C)N2CCOCC2)oc2ccccc12	nt	-2.5	-3.6	nt	nt	2.7	0.4	-2.9	0.7
CCC/S(CC1CC1(Cl)Cl)=N\S(=O)(=O)c1ccc(C)cc1 (stereo unspecified)	11.5	8.6	-10.8	1.8	111.0	-9.2	-6.0	3.1	6.6
Nc1nnc(COc2ccccc2)s1	-1.1	3.2	27.6	-32.9	103.0	-2.8	10.7	-0.4	-2.8
O=S(=O)(Nc1ccc(N2CCCCC2)cc1)c1ccc(F)cc1	40.9	-0.9	-16.3	-11.4	97.0	-4.0	-4.9	0.1	nt

3 compounds already listed, arranged by heavy-atom count, descending:
SMILES	PHOSPHO1 inh	M4 PAM	CRFR2-BP antag	p-CIP stab down	MEKK3 PB1 HTS	GalR3 antagonist	CRFBP-R2 agonist	IDE cell inh	IDE cell activ
COc1ccc(CCNC(=O)C2CCN(S(C)(=O)=O)CC2)cc1OC	45.2	8.1	8.0	-1.0	100.0	-2.6	0.0	-1.6	-2.6
COc1ccc(C(=O)OCC(=O)c2ccco2)cc1[N+](=O)[O-]	nt	0.6	-3.7	nt	nt	-1.9	-2.4	nt	nt
C[C@H](NS(=O)(=O)OCC(Cl)(Cl)Cl)C1CC1c1ccccc1 (stereo partly specified)	-13.0	3.6	-8.9	-7.4	98.0	-5.0	0.9	-4.4	1.2

(listing goes on)
SMILES	PHOSPHO1 inh	M4 PAM	CRFR2-BP antag	p-CIP stab down	MEKK3 PB1 HTS	GalR3 antagonist	CRFBP-R2 agonist	IDE cell inh	IDE cell activ
Cc1ccc(Nc2nc(CSc3nnc(-c4ccccc4)n3C)cs2)cc1	11.8	-0.5	22.2	-9.4	95.0	0.3	1.0	7.8	-10.7
CCn1c(CCNC(=O)c2ccc(F)cc2)nc2ccccc21	-18.1	2.2	-1.9	-12.7	107.0	nt	-3.5	1.0	1.5
CC(=O)Nc1ccc(S(=O)(=O)NCC2CCC(C(=O)NCCCN3CCCC3=O)CC2)cc1 (stereo unspecified)	-13.6	6.6	6.0	0.8	98.0	0.7	-1.1	1.4	7.0
Cc1ccc(-n2nnc3c(=O)n(CC(=O)NCC4CCCO4)cnc32)cc1 (stereo unspecified)	20.8	-0.5	2.8	12.5	100.0	-4.2	-1.0	3.5	-1.8
Cn1c(CC(=O)Nc2ccccc2Cl)nnc1SCC(=O)NC1=NCCS1	31.9	7.6	4.8	-10.5	104.0	-8.5	1.3	1.2	-0.4
Cc1noc(C)c1COC(=O)c1ccccc1Sc1ccccc1C#N	2.7	-4.2	13.2	3.9	102.0	-1.1	-0.3	5.8	2.6
CC(=O)Nc1ccc(C(=O)OCc2ccc(F)cc2)cc1	30.5	0.3	-16.7	10.5	110.0	3.4	-0.2	0.0	5.0
CC1CCC/C=C/C(=O)c2c(O)cc(O)cc2CC(=O)O1 (stereo unspecified)	-5.1	15.2	-12.7	-5.8	106.0	-5.9	11.7	7.4	3.4
Cc1ccc(CN2[C@@H]3c4ccccc4C[C@@H]3OCCS2(=O)=O)cc1	-7.3	2.0	-3.6	-0.4	100.0	-2.6	2.0	7.7	1.7
COC(=O)c1ccc(NC(=O)CCN2C(=O)CSC2=O)cc1	53.2	-3.8	3.8	-1.6	99.0	-5.5	-0.6	1.0	-1.1
COc1ccc2c(O)c(-c3c(C)cc(C)cc3C)c(=O)[nH]c2c1	nt	5.1	3.0	nt	nt	-6.2	0.7	7.3	1.5
Cc1ccc(C(=O)NC(=O)CSc2nncn2C)cc1	-1.9	-1.9	4.2	4.7	98.0	-11.0	0.6	7.5	-0.7

Bioassay records as filed in PubChem BioAssay.
